Compound activity as filed in PubChem BioAssay.
mIAP act: activators of mouse IAP, primary screen, biochemical, luminescence, uHTS; intestinal alkaline phosphatase [Mus musculus]; muIAP, CDP-Star luminescence, 30 min; stronger effect = higher value; 1 = vehicle-only enzyme signal, 0 = enzyme-free wells; activation factor at 10 µM; hit rate 0.24% among 330,000; AID 2805, 2010;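 active = activation factor of at least 2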; note: the source names both 10 and 20 µM as test concentration; values of inactives mirror those of a sister screen read the other way
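also added = chemiluminescent substrate CDP-Star | test system = mouse IAP enzyme | signal = chemiluminescence readout | compound = DMSO-dissolved test compounds | incubation = 30 min at room temperature | benchmarks = DMSO wells, no-enzyme wells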
NLRP3 yeast inh: NALP3 inflammasome inhibitors in reconstituted yeast, primary screen, luminescence, uHTS; inhibition, % at 10 µM; hit rate 0.39% among 330,000; Yeast reconstituted NLRP3/ASC/caspase-1, beta-gal luminescence, 24 h;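 active = inhibition of 50% or more; inactive = inhibition below 50%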;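 note: plate controls were induced DMSO wells for no effect and uninduced yeast grown without galactose for full effect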
A3A deaminase: APOBEC3A ssDNA deaminase inhibitors, primary screen, selectivity assay for APOBEC3G inhibitor project, biochemical, FAM/TAMRA oligo cleavage fluorescence; hit rate 0.41% among 330,000; recombinant A3A, FAM/TAMRA ssDNA deamination fluorescence; inhibition, % at 20 µM; DNA dC->dU-editing enzyme APOBEC-3A (Homo sapiens), P31941;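 active = at least 40% inhibition at 20 µM here, with at most 30% in a related deaminase screen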;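 note: plate controls were A3A with DMSO for no effect and wells lacking A3A enzyme for full effect; some results filed as inactive read as strong as hits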
MIN6 prolif: inducers of MIN6 beta-cell proliferation, primary screen, ATP luminescence, uHTS | proliferation, % at 10 µM | MIN6 cells proliferation, ATPlite luminescence, 48 h; cells starved in 0.2% serum; 100% = growth in 10% serum | hit rate 0.29% among 330,000;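 active = compounds whose signal lies at least 3.5 SD above the mean of all wells on their plate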;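 note: 0% = DMSO-treated cells in low-serum medium and 100% = 10% serum control; some compounds called inactive have numbers as strong as hits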
SENP1 FRET inh: human SENP1 catalytic domain inhibitors, primary screen, biochemical, FRET, uHTS; AID 624204, 2012; recombinant SENP1 catalytic domain, CyPet-SUMO1-YPet FRET cleavage; hit rate 0.21% among 360,000; inhibition, % at 10 µM;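 active = inhibition at least 30% at 10 µM, raw YFP signal under a set limit, fluorescence ratio 0.5 to 1.5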;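 note: 0% = enzyme with DMSO and 100% = no enzyme wells; some results filed as inactive read as strong as hits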
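Test system: hSENP1 catalytic domain, recombinant; Amount: 20 pM final SENP1 enzyme; Medium: Tris pH 8 buffer plus EDTA, NaCl, BME, BSA, NP40, catalase; Schedule: 50 min enzyme reaction, room temperature, light-protected; Technique: FRET fluorescence in CFP and YFP emission channels; Controls: no-enzyme wells low, DMSO-plus-enzyme wells high control.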
hIAP inh: human IAP inhibitors, primary screen, biochemical, luminescence, uHTS | AID 2544, 2010 | purified IAP, CDP-Star luminescence, 30 min | inhibition, % at 10 µM | Intestinal-type alkaline phosphatase (Homo sapiens), P09923 | hit rate 0.12% among 330,000;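 active = inhibition reaching a set limit with compound at 10 µM in the primary screen, cut at about 35% in these data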;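 note: plate controls were DMSO wells with enzyme for no effect and no-enzyme buffer wells for full effect; values of inactives mirror those of a sister screen read the other way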
Target sequence (P09923 whole entry, looked up): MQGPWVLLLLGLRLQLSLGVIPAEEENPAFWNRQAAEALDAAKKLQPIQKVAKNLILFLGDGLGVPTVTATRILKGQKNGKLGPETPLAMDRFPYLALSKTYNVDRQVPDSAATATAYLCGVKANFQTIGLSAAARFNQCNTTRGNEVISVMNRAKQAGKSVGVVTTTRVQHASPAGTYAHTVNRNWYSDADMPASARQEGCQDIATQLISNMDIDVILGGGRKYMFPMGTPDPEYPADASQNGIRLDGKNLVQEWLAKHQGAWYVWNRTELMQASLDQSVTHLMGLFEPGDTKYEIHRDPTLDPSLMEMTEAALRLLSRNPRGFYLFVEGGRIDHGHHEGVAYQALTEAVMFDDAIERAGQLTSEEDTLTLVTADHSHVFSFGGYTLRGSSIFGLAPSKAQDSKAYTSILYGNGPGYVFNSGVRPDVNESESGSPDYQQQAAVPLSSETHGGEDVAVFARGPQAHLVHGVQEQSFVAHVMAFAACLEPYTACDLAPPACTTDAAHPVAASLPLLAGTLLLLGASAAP
APOBEC3G inh: APOBEC3G DNA deaminase inhibitors, primary screen, biochemical, fluorescence, single-stranded DNA substrate, uHTS. inhibition, % at 20 µM. DNA dC->dU-editing enzyme APOBEC-3G (Homo sapiens), Q9HC16. hit rate 0.28% among 330,000. recombinant A3G, ssDNA deamination FAM/TAMRA fluorescence. AID 493012, 2011;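 active = inhibition of at least 40% at 20 µM, with no more than 30% in the related APOBEC3A deaminase screen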;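 note: plate controls were DMSO wells with A3G for no effect and wells lacking A3G enzyme for full effect; some compounds called inactive have numbers as strong as hits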
Target sequence (Q9HC16 whole entry, looked up): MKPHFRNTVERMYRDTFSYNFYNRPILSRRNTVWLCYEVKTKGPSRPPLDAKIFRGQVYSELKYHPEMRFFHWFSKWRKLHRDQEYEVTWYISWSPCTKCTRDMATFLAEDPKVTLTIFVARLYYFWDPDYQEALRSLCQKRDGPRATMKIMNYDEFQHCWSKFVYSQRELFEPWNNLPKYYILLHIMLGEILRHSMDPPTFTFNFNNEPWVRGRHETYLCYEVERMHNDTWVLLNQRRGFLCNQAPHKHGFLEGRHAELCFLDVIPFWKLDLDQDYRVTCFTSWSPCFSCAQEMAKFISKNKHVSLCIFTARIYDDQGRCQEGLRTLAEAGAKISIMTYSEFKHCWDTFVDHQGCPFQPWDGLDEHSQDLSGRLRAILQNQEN
mIAP block: inhibitors of mouse IAP, primary screen, biochemical, luminescence, uHTS; intestinal alkaline phosphatase [Mus musculus]; AID 2806, 2010; inhibition, % at 10 µM; hit rate 0.2% among 330,000; purified mouse IAP, CDP-Star luminescence, 30 min;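 active = inhibition of at least 40% at 10 µM in the primary screen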;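 note: plate controls were DMSO with enzyme for no effect and no enzyme wells for full effect; values of inactives mirror those of a sister screen read the other way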
hIAP act: human IAP activators, primary screen, biochemical, luminescence, uHTS; Intestinal-type alkaline phosphatase (Homo sapiens), P09923; purified human IAP, CDP-Star luminescence, 30 min; stronger effect = higher value; 1 = vehicle-only enzyme, 0 = enzyme-free background; activation factor at 10 µM; hit rate 0.16% among 330,000;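 active = activation factor of the enzyme at least 2-fold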; note: the source names both 10 and 20 µM as test concentration; values of inactives mirror those of a sister screen read the other way
Numbers without * were called inactive. The list is partial; rates above refer to the full screens.

1	CCOC(=O)N1CCN(C(=O)c2cc(COc3cccc(C(C)=O)c3)on2)CC1
2	FC(F)(F)c1cccc(NC(=S)NCC(c2cccnc2)N2CCOCC2)c1 (stereo not given)
3	O=C(CC(c1ccccc1)c1ccccc1)N1CCN(c2ccccn2)CC1
4	COc1ccc(C(O)(C2CCCCC2)C(CN2CCOCC2)c2ccccc2)cc1 (stereo not given)
5	O=C(Nc1ccc(Cl)c(S(=O)(=O)N2CCOCC2)c1)c1n[nH]c(=O)c2ccccc12
6	O=C(CC(Cc1ccccc1)c1ccco1)NCc1ccco1 (stereo not given)
7	CCC(=O)Nc1ccccc1C(=O)N1CCN(Cc2ccccc2)CC1
8	Cn1c(=O)c2c(nc(CN3CCN(c4ccccc4F)CC3)n2CCCc2ccccc2)n(C)c1=O
9	O=C(NCCCN1CCCC1=O)c1cc2c(s1)CCCCC2
10	COc1ccc(NC(=O)CSCC(=O)N(C)CCOc2ccc(Cl)cc2)cc1

screen / no. | 1 | 2 | 3 | 4 | 5 | 6 | 7 | 8 | 9 | 10
mIAP act | 1.1 | 1.2 | 1.1 | 1 | 1 | 0.94 | 1.1 | 0.91 | 1 | 0.93
NLRP3 yeast inh | 9 | -3 | 1 | 5 | 16 | 22 | 17 | -1 | 7 | 14
A3A deaminase | -1 | 2 | 2 | -3 | -4 | 2 | -4 | -3 | 4 | 33
MIN6 prolif | 2 | 1 | -2 | -5 | -1 | -3 | 2 | -2 | 2 | 0
SENP1 FRET inh | 1 | -2 | 1 | 1 | -1 | -2 | 0 | 3 | 1 | -2
hIAP inh | -9 | -5 | -3 | 14 | 3 | 8 | 21 | 9 | 10 | -8
APOBEC3G inh | -10 | -1 | -2 | -5 | -8 | 4 | -6 | -5 | -3 | -2
mIAP block | -7 | -16 | -6 | 0 | 0 | 6 | -7 | 9 | -1 | 7
hIAP act | 1.1 | 1 | 1 | 0.86 | 0.97 | 0.92 | 0.79 | 0.91 | 0.9 | 1.1

11	CSc1ccccc1NC(=O)c1cc(S(=O)(=O)N(C)C)ccc1N1CCCC1
12	COCCNC(=O)[C@@H]1CCCN1C(=O)C1CCN(S(=O)(=O)c2ccc(C)cc2)CC1
13	O=C1c2ccccc2C(=O)N1Cc1nc(-c2ccncc2)no1
14	COc1cc(C#Cc2ccc3cc(CCO)oc(=O)c3c2)cc(OC)c1
15	Cc1csc(NC(=O)c2ccc3c(=O)n4c(nc3c2)CCCCC4)n1
16	CC(C)CCNC(=O)NC(=O)COC(=O)/C=C/c1cnc2ccccc2n1
17	CCOC(=O)CCNC(=O)CCc1nnc(CCCc2ccccc2)o1
18	COc1ccc(-c2nnc(SC(=O)N3c4ccccc4Sc4ccccc43)o2)cc1
19	CCc1nnc(NC(=O)c2cccc(S(=O)(=O)N(C)c3ccc(OC)cc3)c2)s1
20	CCCCCCN1C=CC(=C2C(=O)c3ccccc3C2=O)C=C1

screen / no. | 11 | 12 | 13 | 14 | 15 | 16 | 17 | 18 | 19 | 20
mIAP act | 0.99 | 0.86 | 0.99 | 0.92 | 0.95 | 0.99 | 0.98 | 0.9 | 0.92 | 0.89
NLRP3 yeast inh | 14 | 10 | 8 | 26 | 17 | 29 | 16 | 28 | 9 | 11
A3A deaminase | 1 | -1 | 1 | 6 | -2 | -3 | 1 | -3 | 0 | 7
MIN6 prolif | -1 | -3 | -4 | -2 | -1 | -1 | -1 | -4 | -1 | -6
SENP1 FRET inh | -4 | 0 | -2 | 0 | 0 | 3 | -1 | -8 | -3 | 48*
hIAP inh | -1 | 22 | -13 | -9 | 17 | -1 | -6 | -2 | -5 | 2
APOBEC3G inh | -4 | 5 | -3 | -4 | -5 | -4 | 0 | -1 | 13 | 6
mIAP block | 1 | 14 | 1 | 8 | 4 | 1 | 2 | 10 | 8 | 11
hIAP act | 1 | 0.78 | 1.1 | 1.1 | 0.83 | 1 | 1.1 | 1 | 1.1 | 0.98

For reference, two of the compounds above:
19	CCc1nnc(NC(=O)c2cccc(S(=O)(=O)N(C)c3ccc(OC)cc3)c2)s1
20	CCCCCCN1C=CC(=C2C(=O)c3ccccc3C2=O)C=C1

screen / no. | 19 | 20
mIAP act | 0.92 | 0.89
NLRP3 yeast inh | 9 | 11
A3A deaminase | 0 | 7
MIN6 prolif | -1 | -6
SENP1 FRET inh | -3 | 48*
hIAP inh | -5 | 2
APOBEC3G inh | 13 | 6
mIAP block | 8 | 11
hIAP act | 1.1 | 0.98

Arranged by heavy-atom count (lowest first): four of the compounds above.
13	O=C1c2ccccc2C(=O)N1Cc1nc(-c2ccncc2)no1
16	CC(C)CCNC(=O)NC(=O)COC(=O)/C=C/c1cnc2ccccc2n1
11	CSc1ccccc1NC(=O)c1cc(S(=O)(=O)N(C)C)ccc1N1CCCC1
18	COc1ccc(-c2nnc(SC(=O)N3c4ccccc4Sc4ccccc43)o2)cc1

screen / no. | 13 | 16 | 11 | 18
mIAP act | 0.99 | 0.99 | 0.99 | 0.9
NLRP3 yeast inh | 8 | 29 | 14 | 28
A3A deaminase | 1 | -3 | 1 | -3
MIN6 prolif | -4 | -1 | -1 | -4
SENP1 FRET inh | -2 | 3 | -4 | -8
hIAP inh | -13 | -1 | -1 | -2
APOBEC3G inh | -3 | -4 | -4 | -1
mIAP block | 1 | 1 | 1 | 10
hIAP act | 1.1 | 1 | 1 | 1

Remaining list, next part:
21	C=CCC1(CC=C)CCCN1C(=O)CC1C(=O)NCCN1Cc1ccccc1OC (stereo not given)
22	CCCCCCCC(=O)N/N=C(/C)c1c(O)cc(C)oc1=O
23	O=C(NNc1cccc(Cl)n1)c1c(F)cccc1F
24	COC(=O)[C@@]12CCCCN1[C@H](c1ccc(-c3cc(C(C)=O)cs3)c(OC)c1)[C@H]1C(=O)N(C)C(=O)[C@H]12
25	COc1ccc(C(C)=O)cc1COC(=O)c1ccc(C)c(S(=O)(=O)N2CCOCC2)c1
26	COc1ccccc1CNC(=O)Cn1c(=O)oc2cc(Cl)ccc21
27	CCOc1ccc(CC(=O)Nc2cc(=O)n(C)c(=O)n2C)cc1
28	C=CCn1c(SCC(=O)Nc2cccc3ccccc23)nc(O)c(CC)c1=O
29	COc1ccc(CNC(=O)CN2C(=O)NC3(CCCCCCC3)C2=O)cc1
30	c1ccc(N2CCN(c3nc(-c4cccs4)nc4ccccc34)CC2)cc1
31	CCOC(=O)CSc1cc(C)nc2ccc(OC)cc12

screen / no. | 21 | 22 | 23 | 24 | 25 | 26 | 27 | 28 | 29 | 30 | 31
mIAP act | 1.1 | 0.92 | 0.98 | 1 | 0.96 | 0.95 | 1 | 0.94 | 1 | 0.96 | 0.98
NLRP3 yeast inh | 5 | -4 | -2 | 14 | 10 | -8 | -4 | 0 | -1 | 26 | 25
A3A deaminase | -5 | 0 | 1 | 2 | -1 | 5 | 2 | 0 | 0 | -3 | 2
MIN6 prolif | -2 | -2 | 0 | 1 | 5 | -1 | 3 | -3 | -2 | -4 | -1
SENP1 FRET inh | -5 | -1 | 2 | -3 | 2 | 2 | 0 | -1 | 0 | -1 | 1
hIAP inh | -7 | 7 | -35 | -6 | -4 | -5 | -14 | 23 | -12 | -5 | 8
APOBEC3G inh | -8 | -5 | -4 | -12 | 6 | 0 | -5 | -5 | 8 | -6 | -3
mIAP block | -9 | 8 | 2 | -4 | 4 | 5 | -3 | 6 | 0 | 4 | 2
hIAP act | 1.1 | 0.93 | 1.4 | 1.1 | 1 | 1 | 1.1 | 0.77 | 1.1 | 1.1 | 0.92

Records above that bear a hit mark in SENP1 FRET inh.
| item | SMILES | mIAP act | NLRP3 yeast inh | A3A deaminase | SENP1 FRET inh | hIAP inh | APOBEC3G inh | mIAP block | hIAP act |
| --- | --- | --- | --- | --- | --- | --- | --- | --- | --- |
| 20 | CCCCCCN1C=CC(=C2C(=O)c3ccccc3C2=O)C=C1 | 0.89 | 11 | 7 | 48* | 2 | 6 | 11 | 0.98 |
